DAX1 inh-1: NR0B1 (DAX1) inhibition; HEK293 Gal4-DAX1 luciferase reporter, luminescence; P51843; inhibition, % at 6.75 µM; 340,000 tested, 0.99% active; AID 504766;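 active = inhibition above the mean over all tested compounds plus 3 SD, cut at about 4.2% in these data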;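 note: 0% = DAX1-transfected cells with DMSO and 100% = empty-vector control cells with DMSO; inhibition shows as a rise in luminescence from relieved DAX1 repression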
Target sequence (P51843 207-470 limits assumed): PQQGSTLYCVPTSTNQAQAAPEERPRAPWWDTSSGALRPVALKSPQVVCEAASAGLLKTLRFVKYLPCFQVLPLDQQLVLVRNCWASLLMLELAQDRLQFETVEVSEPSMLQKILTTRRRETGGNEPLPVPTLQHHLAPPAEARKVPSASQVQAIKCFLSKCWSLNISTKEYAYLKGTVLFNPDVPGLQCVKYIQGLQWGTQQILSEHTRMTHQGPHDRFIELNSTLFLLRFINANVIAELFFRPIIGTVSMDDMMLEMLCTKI
FXN GAA850 act: increases GAA850 frataxin promoter reporter activity. HEK293 lucGAA850 FXN promoter luciferase reporter, 24 h; percent of 10 µM SAHA response. activation, % at 6 µM. 360,000 tested, 0.56% active. AID 540364;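 active = activation above the average of all compounds screened plus 3 SD, cutoff fixed separately per campaign, cut at about 7.5% in these data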;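 note: 0% = DMSO wells and 100% = 10 µM SAHA wells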
ADAM17 inh: ADAM17 inhibition, QFRET primary screen | P78536 | recombinant ADAM17, EDANS/DABCYL FRET peptide cleavage | inhibition, % at 6.95 µM | 370,000 tested, 0.83% active | AID 720648;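 active = inhibition above the mean of compounds lying between control limits plus 3 SD, set per campaign, cut at about 8.5% in these data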;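 note: 0% = DMSO-only wells as the low control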
hgDAF-12 ag: hgDAF-12 agonism, primary luciferase screen; 370,000 tested, 1.8% active; HEK293 GAL4-hgDAF12 UAS-luciferase reporter, agonist luminescence; normalized to butyrate control; activation, % at 6.8 µM; AID 687014;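 active = activation above a cutoff set at the mean of all screened compounds plus 3 SD, cut at about 10% in these data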;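 note: 0% = DMSO wells and 100% = sodium butyrate wells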
GC-A act: GC-A (human) enzyme activation; P16066; AID 1671463; HEK293 GC-A cells, cGMP TR-FRET, EC30 ANP; 0% at EC30 ANP, 100% saturating ANP; 370,000 tested, 0.14% active; activation, % at 10 µM; in the data active = activation above about 40%
ADAM10 inh: inhibits human ADAM10 | inhibition, % at 7 µM | recombinant ADAM10, EDANS/DABCYL FRET peptide cleavage, 3 h | O14672 | 370,000 tested, 0.62% active;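 active = inhibition above a per-campaign cutoff equal to the mean of compounds falling between control-based bounds plus 3 SD, cut at about 20% in these data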;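 note: 0% = DMSO wells while the 100% control is not disclosed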
Target sequence (O14672 214-748 limits assumed): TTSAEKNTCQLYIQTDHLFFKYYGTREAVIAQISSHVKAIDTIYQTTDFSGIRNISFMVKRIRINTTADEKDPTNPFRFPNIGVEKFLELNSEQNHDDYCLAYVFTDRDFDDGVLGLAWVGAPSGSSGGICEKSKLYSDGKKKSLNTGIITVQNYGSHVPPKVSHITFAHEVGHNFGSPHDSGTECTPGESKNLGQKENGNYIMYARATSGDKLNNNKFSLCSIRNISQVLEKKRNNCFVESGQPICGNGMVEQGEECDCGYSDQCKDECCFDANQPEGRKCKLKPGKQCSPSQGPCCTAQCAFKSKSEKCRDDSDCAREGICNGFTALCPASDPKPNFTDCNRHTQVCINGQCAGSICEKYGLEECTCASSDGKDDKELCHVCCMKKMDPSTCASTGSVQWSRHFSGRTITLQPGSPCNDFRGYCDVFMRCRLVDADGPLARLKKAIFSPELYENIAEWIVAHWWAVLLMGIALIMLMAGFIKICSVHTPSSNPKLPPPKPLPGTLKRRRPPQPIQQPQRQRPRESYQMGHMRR
DAX1 inh-2: DAX1 (NR0B1) inhibition, primary screen; 370,000 tested, 1.1% active; inhibition, % at 6.8 µM; HEK293T StAR-luciferase reporter, SF-1/DAX-1 repression relief; AID 652010;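 active = inhibition above the mean over all tested compounds plus 3 SD, cut at about 3.6% in these data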;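 note: 0% = DAX-1 cells with DMSO and 100% = cells lacking DAX-1 with DMSO; higher inhibition means more luminescence from relief of DAX-1 repression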
SMARCA2 act: SMARCA2 function activation, primary screen. MG213 cells, MMTV-luciferase reporter, dexamethasone, overnight. activation, % at 9.1 µM. 370,000 tested, 1% active. AID 652017; in the data active = activation above about 7.8%;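 note: 0% = vehicle wells and 100% = reference activator wells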
ssDAF12 agonist: activates DAF-12 receptor from parasite S. stercoralis | HEK293 ssDAF-12/GRIP1 lit1-tk-luc reporter, luminescence; % of 3 µM dafachronic acid response | activation, % at 6.8 µM | 370,000 tested, 1% active | AID 652126;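 active = activation above the mean over all tested compounds plus 3 SD, cut at about 0.9% in these data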;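 note: 0% = DMSO-only wells and 100% = 3 µM delta7-dafachronic acid wells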
hcDAF-12 act: activators of H. contortus DAF-12 nuclear receptor | HEK293 hcDAF-12 lit1-tk-luc reporter, luminescence; 0% DMSO, 100% Δ7-dafachronic acid | activation, % at 6.8 µM | 370,000 tested, 1.4% active | AID 652067;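 active = activation above the mean of all tested compounds plus 3 SD, cut at about 5.5% in these data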;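 note: 100% = response to 3 µM Δ7-dafachronic acid high control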
PG9 binder: small molecules binding HIV-1 gp120 antibody PG9 | TR-FRET gp120-PG9 antibody binding | inhibition, % at 6.7 µM | 360,000 tested, 0.43% active; in the data active = inhibition above about 8.5%
Numbers without * were called inactive; · = no result given.

SMILES	DAX1 inh-1	FXN GAA850 act	ADAM17 inh	hgDAF-12 ag	GC-A act	ADAM10 inh	DAX1 inh-2	SMARCA2 act	ssDAF12 agonist	hcDAF-12 act	PG9 binder
CCOc1cccc2sc(N3CCN(C(=O)c4ccc5ncsc5c4)CC3)nc12	0.4	2.7	-3	2.1	-1	-9	0.1	-4	-1.1	0.2	0.7
Cc1ccccc1OCCN1C(=O)NC2(CCc3ccccc32)C1=O (stereo not drawn)	2.3	-4.3	-3	1.0	-2	8	0.0	-3	-1.6	-1.2	-1.6
Cc1csc2ncnc(N3CCN(S(=O)(=O)c4cccc(C(F)(F)F)c4)CC3)c12	-1.3	-0.3	-4	-2.3	-1	-3	-0.5	-3	-1.2	-1.3	2.9
CC1C(=O)C(C)C(c2cc(Br)ccc2O)NC1c1cc(Br)ccc1O (stereo not drawn)	0.8	0.2	15*	2.0	2	34*	0.6	-4	-1.1	3.0	-2.9
OCCCCNCc1ccc(OCc2ccc(Cl)cc2Cl)cc1	0.3	2.6	0	0.0	13	10	-0.3	-3	-1.7	3.4	-1.5
O=C(CC1Oc2ccccc2NC1=O)NCCCN1CCCC1=O (stereo not drawn)	-0.2	0.3	-1	-0.3	0	-6	1.1	-1	0.8	2.8	-0.4
CC(=O)c1c(C)[nH]c(C(=O)NCCc2ccc(Cl)cc2)c1C	-0.1	1.6	3	3.2	-2	-7	-0.6	0	-1.9	-0.7	1.7
COc1cc(CNc2ncnc3c2ncn3[C@H]2CN(Cc3ccncc3)C[C@@H](CO)O2)cc(OC)c1OC	·	-1.1	-4	-1.8	3	-11	-0.3	-1	-1.1	-2.6	-0.3
COc1cc(C(=O)NNC(=O)COc2ccc(Br)cc2)ccc1OCC(=O)N1CCOCC1	0.2	-0.1	-2	0.7	1	-15	-0.2	-3	-0.2	0.8	-0.6
CCCN(CC(=O)Nc1ccccc1C)C(=O)c1ccc2c(c1)S(=O)(=O)N=C1CCCCCN12	0.5	-0.9	-4	1.1	-1	-8	-1.0	-3	-1.0	-1.2	1.3

In another format: two of the compounds above
| SMILES | DAX1 inh-1 | FXN GAA850 act | ADAM17 inh | hgDAF-12 ag | GC-A act | ADAM10 inh | DAX1 inh-2 | SMARCA2 act | ssDAF12 agonist | hcDAF-12 act | PG9 binder |
| --- | --- | --- | --- | --- | --- | --- | --- | --- | --- | --- | --- |
| CCOc1cccc2sc(N3CCN(C(=O)c4ccc5ncsc5c4)CC3)nc12 | 0.4 | 2.7 | -3 | 2.1 | -1 | -9 | 0.1 | -4 | -1.1 | 0.2 | 0.7 |
| Cc1ccccc1OCCN1C(=O)NC2(CCc3ccccc32)C1=O (stereo not drawn) | 2.3 | -4.3 | -3 | 1.0 | -2 | 8 | 0.0 | -3 | -1.6 | -1.2 | -1.6 |

(more compounds)
SMILES	DAX1 inh-1	FXN GAA850 act	ADAM17 inh	hgDAF-12 ag	GC-A act	ADAM10 inh	DAX1 inh-2	SMARCA2 act	ssDAF12 agonist	hcDAF-12 act	PG9 binder
Cc1nn2c(-c3ccncc3)ccnc2c1Cl	0.1	1.5	-3	12*	1	1	0.1	3	-1.4	0.4	0.9
CCCn1nnnc1NC(=O)c1ccc(C)cc1Cl	2.1	0.7	2	-0.6	·	9	-0.3	8.0*	-0.7	-0.5	-1.2
Nc1ccc(N2CCOCC2)c(S(=O)(=O)Nc2ccccc2Cl)c1	-0.2	-0.5	-2	-0.2	-1	1	-0.1	-2	-1.1	-1.0	0.2
Cc1ccccc1NC1=C(Cl)C(=O)OC1OC(C)C (stereo not drawn)	0.3	-2.3	-7	-1.2	-1	-2	0.3	-7	-1.2	-0.1	1.1
COc1ccc([C@H]2C[C@H](n3cc(C4CC4)nn3)[C@@H](O)CN2C(=O)C2CCCCC2)cc1	0.8	0.2	-2	-1.4	-2	1	0.8	0	-0.4	-1.1	-2.2
CCCCn1c(N)c(N(CC(C)C)C(=O)c2ccncc2)c(=O)[nH]c1=O	-0.8	2.7	0	-0.2	0	-5	0.1	5	-0.8	-0.1	0.2
Cc1ccc(-c2[nH]c3ccccc3c2C(C[N+](=O)[O-])c2ccco2)cc1 (stereo not drawn)	0.2	0.4	5	1.4	4	12	0.8	1	-0.5	4.1	-2.1
O=C(CSCc1ccccc1)N/N=C/c1cc2c(cc1Br)OCO2	-1.3	0.6	-1	-0.4	3	-6	-0.7	-3	-0.9	-1.0	-0.8
Cc1ccc(C)c(NC(=O)CCN2CC(C)OC(C)C2)c1 (stereo not drawn)	-0.2	-2.0	-7	-0.7	1	-16	0.0	0	-1.4	0.2	0.7
COc1cc(C(C(=O)NC2CCCC2)N(Cc2ccccc2)C(=O)c2snc(C(N)=O)c2N)ccc1O (stereo not drawn)	-1.5	-4.9	-68	-0.7	-25	-172	-0.6	-2	-0.7	0.7	0.5

Complete entries, looked up by structure. Order of values: DAX1 inh-1	FXN GAA850 act	ADAM17 inh	hgDAF-12 ag	GC-A act	ADAM10 inh	DAX1 inh-2	SMARCA2 act	ssDAF12 agonist	hcDAF-12 act	PG9 binder
Record of Nc1ccc(N2CCOCC2)c(S(=O)(=O)Nc2ccccc2Cl)c1 = -0.2	-0.5	-2	-0.2	-1	1	-0.1	-2	-1.1	-1.0	0.2
Record of COc1cc(C(=O)NNC(=O)COc2ccc(Br)cc2)ccc1OCC(=O)N1CCOCC1 = 0.2	-0.1	-2	0.7	1	-15	-0.2	-3	-0.2	0.8	-0.6
Record of Cc1nn2c(-c3ccncc3)ccnc2c1Cl = 0.1	1.5	-3	12*	1	1	0.1	3	-1.4	0.4	0.9
Record of O=C(CC1Oc2ccccc2NC1=O)NCCCN1CCCC1=O (stereo not drawn) = -0.2	0.3	-1	-0.3	0	-6	1.1	-1	0.8	2.8	-0.4
Record of CC(=O)c1c(C)[nH]c(C(=O)NCCc2ccc(Cl)cc2)c1C = -0.1	1.6	3	3.2	-2	-7	-0.6	0	-1.9	-0.7	1.7

Next structures:
SMILES	DAX1 inh-1	FXN GAA850 act	ADAM17 inh	hgDAF-12 ag	GC-A act	ADAM10 inh	DAX1 inh-2	SMARCA2 act	ssDAF12 agonist	hcDAF-12 act	PG9 binder
COc1ccccc1CNC(=O)COC(=O)c1ccccc1SCC(=O)N1CCCC1	-1.6	-1.1	-5	3.4	-1	-7	0.1	-2	-0.8	-2.3	-1.8
Cc1nn(-c2ccccc2)c(C)c1/C=N/NC(=O)c1cnccn1	-0.2	-0.9	2	2.2	-5	-1	0.3	2	-1.1	3.2	-3.2
CC1CCc2sc(C(=O)NCC(C)(C)N3CCOCC3)cc2C1 (stereo not drawn)	0.2	-0.6	-6	0.8	5	-8	-0.8	-3	-1.0	-1.1	-0.5
Cc1ccc(S(=O)(=O)N2CCC(=O)N(C(COCc3cccc(C)c3)C(C)C)CC2)cc1 (stereo not drawn)	-0.8	-3.3	7	-1.3	-2	12	0.8	-1	-1.4	-1.7	0.4
Nc1ccccc1SC(CC(=O)c1ccccc1)c1cccc([N+](=O)[O-])c1 (stereo not drawn)	1.0	11*	0	3.8	-1	-1	-3.2	1	-0.5	4.6	-0.8
O=C(NCc1nnc(SC/C=C/c2ccccc2)o1)c1ccco1	-0.7	0.1	-1	2.2	6	3	-0.6	-2	-1.2	-0.3	1.7
CC1(NC(=O)c2ccccc2)CCN(CCCc2ccccc2)C1=O (stereo not drawn)	1.2	-0.6	0	-0.8	1	-1	0.2	1	-1.1	-1.4	1.1
O=C(Cc1ccc(S(=O)(=O)N2CCOCC2)s1)NC1CCCCC1	0.3	1.0	-2	4.1	3	-2	-0.2	-1	-1.3	-0.3	-1.7
Cn1cc([C@]2(O)C(=O)Nc3ccc(F)cc32)c2ccccc21	·	·	-3	2.1	-4	-21	-0.7	-4	1.2*	1.9	-0.5
O=C(COc1ccccc1)N=C1SC2CS(=O)(=O)CC2N1c1cccc(F)c1 (stereo not drawn)	0.1	-1.1	0	-0.7	-2	0	-0.8	-1	-0.2	2.3	0.4
Cc1onc(-c2ccccc2)c1C(=O)Nc1ccc2c(C)cc(=O)oc2c1	0.0	-0.8	-130	-0.9	-8	-435	-0.7	1	-1.6	-1.3	2.1
COc1ccc(NC(=O)CSc2nncn2C)cc1OC	0.1	-0.2	-3	1.3	1	-6	0.0	0	-1.1	-0.9	-0.7
CCOC(=O)Cn1cc(C(=O)C(C)(C)C)c2ccccc21	-0.3	-0.2	-4	-0.9	3	-8	-0.8	0	-0.9	-0.1	-1.6
COc1ccccc1OCC(=O)NNC(=O)c1ccc2c(=O)n3c(nc2c1)CCC3	-0.1	-0.2	1	-0.6	-2	-3	-0.4	0	-0.7	0.6	-0.1
COC(C[C@H](O)[C@@H](C)[C@@H](O)COCc1ccccc1)OC	1.4	0.1	-2	1.8	1	1	0.1	1	-1.6	-0.8	-0.5
CC(=O)c1cccc(NC(=O)CSCc2ccccc2)c1	1.4	5.3	0	6.7	6	-9	0.7	1	-1.0	-0.3	-0.9
Cc1cc(NN=Cc2ccccn2)nc2ccccc12	·	·	-10	5.7	-6	-33	-2.3	4	-1.2	2.6	-3.8
Cc1cc(N2C(=O)C(O)=C(C(=O)c3ccco3)C2c2ccc(Cl)cc2)no1 (stereo not drawn)	0.9	-0.4	-5	0.3	10	-5	0.6	-1	-0.6	-3.0	16*
COc1ccc(N2CCN(c3ccc(N)cc3C#N)CC2)cc1	0.2	-1.0	-1	0.0	2	11	0.3	1	-1.2	-1.3	-4.1
CCOC(=O)C1CCN(S(=O)(=O)c2c(C)n[nH]c2C)CC1	1.8	-1.6	3	0.9	-3	-5	-0.4	-2	-0.1	-2.2	-1.1
CC(C)c1ccc(N(CC(=O)NC(C)(C)C)C(=O)CCC(=O)Nc2nccs2)cc1	0.3	0.4	-1	1.6	-5	11	0.0	6	-1.6	0.1	-3.1
CC(C)(C)c1ccc(OCC(=O)N/N=C/c2ccsc2)cc1	0.3	0.4	2	3.4	-2	-2	0.7	-3	-0.3	-1.1	-0.8
O=C(Cn1c(=O)oc2cc(S(=O)(=O)N3CCc4ccccc43)ccc21)NC1CCCC1	0.4	-2.2	2	-4.6	-1	-3	-3.0	0	-1.3	-1.0	-2.5
O=C(NN=C1CCCC1)c1cccc(Br)c1	1.6	1.9	0	7.2	1	4	1.0	3	-1.0	2.6	-0.6
CCC(O)(c1ccc(OC)cc1)C(CN1CCOCC1)c1ccccc1 (stereo not drawn)	0.8	-2.0	-3	-1.5	-30	-9	0.7	-4	-1.9	-1.1	0.7

Molecules from the list above that contain fluorine (three):
SMILES	DAX1 inh-1	FXN GAA850 act	ADAM17 inh	hgDAF-12 ag	GC-A act	ADAM10 inh	DAX1 inh-2	SMARCA2 act	ssDAF12 agonist	hcDAF-12 act	PG9 binder
Cc1csc2ncnc(N3CCN(S(=O)(=O)c4cccc(C(F)(F)F)c4)CC3)c12	-1.3	-0.3	-4	-2.3	-1	-3	-0.5	-3	-1.2	-1.3	2.9
Cn1cc([C@]2(O)C(=O)Nc3ccc(F)cc32)c2ccccc21	·	·	-3	2.1	-4	-21	-0.7	-4	1.2*	1.9	-0.5
O=C(COc1ccccc1)N=C1SC2CS(=O)(=O)CC2N1c1cccc(F)c1 (stereo not drawn)	0.1	-1.1	0	-0.7	-2	0	-0.8	-1	-0.2	2.3	0.4

Bioassay records (PubChem BioAssay)
